M5 ag: human M5 muscarinic receptor agonists, primary screen, CHO-K1 cells, Fluo-8 calcium fluorescence; CHO-K1 hM5 cells; 0% DMSO wells, 100% maximal acetylcholine response; activation, % at 3 µM; actives 0.19% (n = 360,000); AID 624037, 2012;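 active = activation above the run's mean over test compounds plus 3 SD, cut at about 23% in these data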;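 also: signal is peak over basal fluorescence ratio across the kinetic read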
Target sequence (P08912 whole entry, looked up): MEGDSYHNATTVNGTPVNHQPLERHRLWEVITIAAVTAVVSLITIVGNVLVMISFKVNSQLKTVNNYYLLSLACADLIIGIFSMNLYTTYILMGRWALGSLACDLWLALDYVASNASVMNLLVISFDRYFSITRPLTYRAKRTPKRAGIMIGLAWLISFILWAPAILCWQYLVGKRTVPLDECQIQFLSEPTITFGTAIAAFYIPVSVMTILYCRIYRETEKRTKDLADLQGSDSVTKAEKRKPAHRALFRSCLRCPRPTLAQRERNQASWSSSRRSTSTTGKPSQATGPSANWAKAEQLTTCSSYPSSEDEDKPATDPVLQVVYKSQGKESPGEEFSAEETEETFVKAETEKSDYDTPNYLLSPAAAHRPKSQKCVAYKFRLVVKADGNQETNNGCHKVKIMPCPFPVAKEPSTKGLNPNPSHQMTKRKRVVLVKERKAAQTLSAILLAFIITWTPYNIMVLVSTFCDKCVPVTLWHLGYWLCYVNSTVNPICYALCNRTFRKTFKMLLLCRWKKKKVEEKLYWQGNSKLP
CHRM4 antagonist: human M4 muscarinic receptor antagonists, primary screen, CHO cells, Fluo-8 calcium fluorescence. Muscarinic acetylcholine receptor M4 (Homo sapiens), P08173. CHO-hM4 cells, ACh EC80. inhibition, % at 3 µM. actives 0.73% (n = 360,000);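 active = inhibition above its plate's cutoff, the mean inhibition of sample wells plus 3 SD, cut at about 27% in these data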;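 also: 0% = acetylcholine EC80 with DMSO and 100% = DMSO without agonist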
Target sequence (P08173 whole entry, looked up): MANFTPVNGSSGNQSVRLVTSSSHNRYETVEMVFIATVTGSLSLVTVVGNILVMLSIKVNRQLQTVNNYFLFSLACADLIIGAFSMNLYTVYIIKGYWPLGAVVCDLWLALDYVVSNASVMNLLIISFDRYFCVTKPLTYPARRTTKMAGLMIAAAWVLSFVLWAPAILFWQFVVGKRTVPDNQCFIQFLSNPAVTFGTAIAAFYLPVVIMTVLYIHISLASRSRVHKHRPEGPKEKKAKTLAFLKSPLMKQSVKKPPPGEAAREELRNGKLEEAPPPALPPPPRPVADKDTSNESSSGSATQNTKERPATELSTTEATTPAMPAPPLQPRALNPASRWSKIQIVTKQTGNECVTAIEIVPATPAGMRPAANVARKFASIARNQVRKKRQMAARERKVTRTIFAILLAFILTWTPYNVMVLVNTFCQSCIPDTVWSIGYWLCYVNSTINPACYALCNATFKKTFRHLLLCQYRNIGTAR
CHRM1 PAM: human M1 muscarinic receptor positive allosteric modulators, primary screen, CHO-K1 cells, Fluo-8 calcium fluorescence, 1536-well. actives 0.088% (n = 360,000). Muscarinic acetylcholine receptor M1 (Homo sapiens), P11229. CHO-K1 hM1, ACh EC20; 0% = ACh EC20, 100% = maximal ACh. activation, % at 3 µM; in the data active = activation above about 19%, passing the limit was not always enough
M1 antag: human M1 muscarinic receptor antagonists, primary screen, CHO-K1 cells, Fluo-8 calcium fluorescence, 1536-well | CHO-K1 hM1, ACh EC80 antagonist | inhibition, % at 3 µM | actives 1.3% (n = 360,000) | AID 588852, 2011;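 active = percent inhibition above its own plate's cutoff, namely the mean of that plate's compound wells plus 3 SD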;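 also: peak over basal fluorescence ratio during 140 s after agonist addition; 0% = ACh EC80 plus DMSO and 100% = DMSO alone without agonist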
M5 antag: human M5 muscarinic receptor antagonists, primary screen, CHO cells, Fluo-8 calcium fluorescence; AID 624040, 2012; actives 0.59% (n = 360,000); Muscarinic acetylcholine receptor M5 (Homo sapiens), P08912; CHO-hM5 cells, ACh EC80; inhibition, % at 3 µM;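 active = inhibition above a per-plate cutoff, the mean of that plate's test compounds plus 3 SD, cut at about 27% in these data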;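 also: 0% = acetylcholine EC80 with DMSO and 100% = DMSO without agonist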
M4 PAM: human M4 muscarinic receptor positive allosteric modulators, primary screen, CHO-K1 cells, Fluo-8 calcium fluorescence; CHO-K1 hM4/Gqi5, ACh EC20; 0% = ACh EC20, 100% = maximal ACh; activation, % at 3 µM; actives 0.4% (n = 360,000);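 active = activation above its plate's cutoff, the mean activation of sample wells plus 3 SD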; also: some results filed as inactive read as strong as hits
CRFBP-R2 agonist: agonists of CRF-BP/CRF-R2 complex, primary screen, cell-based, HEK293, calcium dye fluorescence, uHTS; actives 0.46% (n = 350,000); CRF-binding protein / CRF receptor 2 complex (human); calcium dye fluorescence (FLIPR); percent of saturating CRF peptide response; activation, % at 13.2 µM;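 active = activation of at least 50%, plus an integration ratio under a set limit after plate pattern correction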;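 also: plate controls were neutral control wells without compound for no effect and CRF at EC100 for full effect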
CHRM4 agonist: human M4 muscarinic receptor agonists, primary screen, CHO-K1 cells, Fluo-8 calcium fluorescence; activation, % at 3 µM; actives 0.14% (n = 360,000); CHO-K1 hM4/Gqi5; vehicle 0%, full acetylcholine response 100%; AID 624127, 2012;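 active = activation above the run mean over all test wells plus 3 SD, cut at about 32% in these data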;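 also: peak over basal fluorescence ratio per well then scaled between controls; 0% = DMSO wells and 100% = acetylcholine at EC100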
M5 PAM: human M5 muscarinic receptor positive allosteric modulators, primary screen, CHO-K1 cells, Fluo-8 calcium fluorescence | Muscarinic acetylcholine receptor M5 (Homo sapiens), P08912 | CHO-K1 hM5, ACh EC20 PAM; 0% = ACh EC20, 100% = ACh EC100 | activation, % at 3 µM | actives 0.3% (n = 360,000);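 active = activation above the run cutoff, the mean activation of all test compounds plus 3 SD, cut at about 18% in these data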
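System: CHO-K1 cell line with stable human muscarinic M5 receptor expression | Also added: EC20 acetylcholine as agonist stimulus | Compound: One concentration, 3 µM final (nominal) | Timing: Fluo-8 loading 80 min at 37 °C plus 30 min room temperature | Measured by: Fluo-8 calcium dye fluorescence, kinetic read | Read-out basis: % activation, ACh-normalized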
An asterisk follows results filed as active; · = no result given.

SMILES	M5 PAM	M4 PAM	CHRM4 agonist	CHRM4 antagonist	M1 antag	M5 antag	M5 ag	CRFBP-R2 agonist	CHRM1 PAM
Cc1ccc(S(=O)(=O)NC2(C(F)(F)F)NC(=O)N(CCc3ccccc3)C2=O)cc1 (stereo not given)	3.4	3.0	0.6	-5.5	-2.5	-6.4	-0.8	1.2	-2.2
Cc1cc2nc(CS(=O)(=O)c3ccccc3)cc(=O)n2[nH]1	-6.4	-0.5	0.6	-3.5	-4.3	-6.1	-4.6	-0.7	4.2
COC(=O)c1sccc1NC(=O)CSc1nnnn1-c1ccccc1F	-4.8	-1.4	3.4	2.3	-1.6	-0.4	-0.5	2.8	3.2
Cc1ccc(NC(=O)CCN2CCc3ccccc3C2)cc1	-4.5	-6.4	2.8	-2.4	-9.7	-4.0	-1.7	-1.9	-5.4
O=C(NC1CCCCCCC1)C1c2ccccc2C(=O)N1Cc1ccco1 (stereo not given)	-5.6	9.3	2.9	-7.7	-6.6	-1.4	0.1	-2.0	7.3
CCN(CC)CCOC(=O)c1ccc(N/C=C(/C#N)c2nc(-c3ccc(OC)c(OC)c3)cs2)cc1	-1.2	-7.1	3.2	1.3	10.2	8.0	-5.9	-3.0	2.4
COc1cc(OC)c(-c2nn3c(C4CCCCC4)nnc3s2)cc1OC	-0.7	17.6	-0.1	13.1	-2.7	-4.4	-0.1	-1.6	2.5
O=C(NCC(=O)N1CCN(c2ccccc2)CC1)c1ccc(Br)o1	-5.3	0.5	1.4	-4.4	-5.9	8.9	-3.4	-0.2	5.4
CCc1ccc(-c2cc(C(=O)NCc3ccco3)c3ccccc3n2)s1	0.7	-3.9	-1.1	10.4	-1.9	3.3	2.4	1.1	1.4
CC1(C(=O)O)COC(c2ccc([N+](=O)[O-])cc2)OC1 (stereo not given)	-1.6	7.2	0.9	-12.2	0.0	-0.4	0.1	1.1	6.4
COc1ccc(CCNC(=O)c2ccc(CNc3c(N4CCOCC4)c(=O)c3=O)cc2)cc1OC	-7.0	-1.3	0.8	0.4	3.2	3.4	-3.2	1.6	-0.7
Cc1c(C(=O)N(C)Cc2ccc(OC(F)F)cc2)oc2ccccc12	-6.5	-4.1	0.6	0.4	-6.1	8.8	-4.7	-0.9	5.8
Cc1ccc(S(=O)(=O)N(C)Cc2cc3ccccc3[nH]c2=O)cc1	-0.7	19.8	4.5	-3.5	-4.1	-6.5	1.0	-3.0	2.1
Cc1ccccc1OCCCC(=O)NCc1ccco1	-3.4	10.1	0.4	-11.7	-10.3	-2.3	-3.9	-1.5	5.9
C[C@@H]1CN([C@@H](C)CO)C(=O)CCCn2nncc2CO[C@@H]1CN(C)S(=O)(=O)c1ccc(Oc2ccccc2)nc1	-7.8	-7.4	1.2	3.0	-16.9	10.2	0.1	-0.8	3.7
C=CCn1c(SCC(=O)OCC)nc(C(F)(F)F)cc1=O	-2.1	0.8	1.1	-5.6	-6.2	-0.3	0.4	0.3	7.0
COc1ccc(NC2CCCN(C(=O)CN3CCOC3=O)C2)cc1 (stereo not given)	-4.4	-2.1	0.7	-0.9	-2.1	4.0	-1.2	1.5	2.2
CC1=C(C(=O)N2CCCC(C(=O)c3cccc4ccccc34)C2)OCCO1 (stereo not given)	4.5	-10.2	4.0	-1.5	1.1	-4.9	7.3	-0.5	-2.3
O=Cc1ccccc1-n1cncn1	3.4	14.7	1.8	-5.0	-7.7	9.1	1.6	2.6	8.1
COc1ccc(OC)c(C(=O)c2nc3c(n2O)CCCCC3)c1	2.7	-5.2	0.2	5.6	-1.7	-3.9	-2.0	-1.5	-1.3
CCN1C(N(C)CCc2cccs2)=N[C@@H](c2ccccc2)C(C(=O)OC)=C1C	-2.5	-9.8	-0.1	-1.9	6.2	3.8	-12.8	-0.8	-7.9
Cc1cccc(OCC(=O)NCc2cc(C)nc3ccccc23)c1	-2.1	-8.5	8.6	-4.9	-5.1	0.4	5.9	-2.2	7.4
Cc1ccc(N(C(C)C(=O)N2CCCC2)S(C)(=O)=O)cc1 (stereo not given)	4.6	-4.1	2.1	0.0	-11.4	0.7	0.8	0.9	10.1
COc1ccc(OC)c(CN2CCN(C(=O)c3ccc(F)cc3)CC2)c1	1.4	3.3	0.1	-13.3	-11.2	-1.1	2.5	-1.2	12.9
O=S(=O)(NCCCN1CCOCC1)c1ccc(Cl)s1	0.1	27.6	1.2	-9.6	-23.5	4.9	-4.4	-3.6	7.5
COc1ccccc1/C=C(/NC(=O)c1ccccc1)C(=O)NCCCn1ccnc1	0.6	-8.6	2.7	-6.5	17.3	-10.6	-1.5	-0.3	-5.1
Cc1ccc2c(c1)C(=O)C(=O)N2CCCOc1ccccc1	2.6	0.4	2.4	-2.0	-7.2	3.1	2.2	-2.8	16.6
CCC(C)(C)NC(=O)c1ccccc1Oc1ccccc1	-8.4	11.2	-1.7	-12.0	1.1	2.0	-8.4	0.5	2.8
O=C1C(Br)=C(c2ccccc2)C(c2ccccc2)=C1c1ccccc1	-3.6	-2.7	-0.1	10.1	26.1	16.6	-0.6	2.2	-12.5
Cc1ccc(S(=O)(=O)NC(C)C(=O)OCC(=O)N(C)c2ccccc2)cc1 (stereo not given)	-4.3	0.1	2.8	-3.5	-0.1	2.6	5.9	0.7	1.2
CCOC(=O)C1CCN(C(=O)c2ccc3c(=O)n4c(nc3c2)CCCCC4)CC1	-2.6	-1.4	0.7	-20.5	-20.1	9.8	-0.8	-0.4	3.8
O=C(N/C(=C\c1cccnc1)C(=O)N1CCOCC1)c1cccc(Br)c1	1.3	3.8	0.0	4.5	-0.7	-4.7	-2.5	-0.6	3.1
CC(C)c1ccc(CNc2ncccn2)cc1	-0.1	3.2	-0.4	1.6	-13.3	7.7	-3.6	0.7	7.3
CC(C)COC(=O)N1CCCC(c2cc(C(=O)Nc3ccccc3Cl)no2)C1 (stereo not given)	8.6	5.3	-1.6	-15.5	-5.5	8.2	-1.2	·	-0.8
Cc1nn(CC(=O)Nc2cccc(Cl)c2)c(=O)c2cc(-c3ccccc3)nn12	1.5	1.3	1.5	-10.1	0.1	-0.2	-1.4	-0.3	1.9
Cc1cc2nc(-c3ccc(Cl)cc3)c(CC3CCCCC3)n2c(C)c1Br	1.1	2.2	0.5	-12.5	·	2.8	1.4	·	·
O=C(NCC(=O)N1CCC2(CC1)NCCc1[nH]cnc12)c1ccc(F)cc1	-1.6	2.1	0.6	-7.3	-12.1	4.6	-3.1	-0.5	11.8
CSc1nc(-c2ccccc2)nc(NC(=O)C(C)C)c1C(C)=O	4.7	-2.4	1.5	-0.5	-0.4	1.4	-1.8	-1.1	3.5
Cc1ccc(NS(=O)(=O)c2ccc(N/N=C/c3ccncc3)c([N+](=O)[O-])c2)c(C)c1	3.9	13.4	1.3	-2.8	-9.1	-3.5	1.6	0.7	6.8
Cn1nc(C(=O)NNC(=O)C2CSC3(C)CCC(=O)N23)c2ccccc2c1=O (stereo not given)	-0.7	-6.4	0.2	-8.7	-2.7	-0.7	-0.6	1.3	4.1

Entries from the list above containing a nitro group on carbon:
SMILES	M5 PAM	M4 PAM	CHRM4 agonist	CHRM4 antagonist	M1 antag	M5 antag	M5 ag	CRFBP-R2 agonist	CHRM1 PAM
CC1(C(=O)O)COC(c2ccc([N+](=O)[O-])cc2)OC1 (stereo not given)	-1.6	7.2	0.9	-12.2	0.0	-0.4	0.1	1.1	6.4
Cc1ccc(NS(=O)(=O)c2ccc(N/N=C/c3ccncc3)c([N+](=O)[O-])c2)c(C)c1	3.9	13.4	1.3	-2.8	-9.1	-3.5	1.6	0.7	6.8

(cont.)
SMILES	M5 PAM	M4 PAM	CHRM4 agonist	CHRM4 antagonist	M1 antag	M5 antag	M5 ag	CRFBP-R2 agonist	CHRM1 PAM
CC(Cc1cccs1)NC(=S)Nc1ccc(Cl)cc1 (stereo not given)	-12.2	-6.0	10.1	6.5	5.5	24.3	-0.9	7.2	-11.3
COc1ccc(COC(=O)C2CC(=O)N(Cc3ccccc3)C2)cc1 (stereo not given)	0.0	5.8	1.2	-0.5	-0.2	7.5	-1.5	0.8	3.1
O=c1cc(-c2ccc(Br)cc2)[nH][nH]1	2.0	0.3	1.0	5.0	-7.0	1.0	-1.4	0.3	8.4
CCOC(=O)c1nc(Nc2cc(Cl)ccc2OC)c2ccccc2n1	-3.5	-0.5	1.8	-4.0	-12.7	-0.3	-1.4	-2.8	9.6
COc1ccc([C@@H]2C[C@@H](c3ccccc3)Oc3cc(OC)c(OC)c(OC)c32)cc1	-3.1	-7.1	0.0	-1.5	3.5	5.6	0.1	3.0	-5.5
Cc1cccc(C)c1N1C(=O)c2ccccc2NC(=O)C1C(=O)NCC(C)C (stereo not given)	-1.5	-0.5	0.8	-5.2	·	0.9	1.4	·	·
CC(C)c1ccc(NC(=O)C2Cc3c(-c4cccc(C(N)=O)c4)ccnc3O2)cc1 (stereo not given)	-5.1	2.6	11.0	-17.0	-5.8	5.8	1.2	·	16.2
COC(=O)C1=C(C(=O)OC)[C@@H]2N(Cc3ccccc3)c3ccccc3[C@@]23C[C@@H](C(=O)OC)N(C(=O)COCc2ccccc2)C3=N1	5.9	13.2	-0.5	-3.8	20.4	5.1	-2.0	-1.3	-2.9
CCN(C(=O)CSc1ncccn1)c1cccc2ccccc12	-0.2	6.7	1.4	-5.0	-0.8	10.2	-2.8	-0.9	3.1
O=C(Nc1nnc(C2=COCCO2)o1)c1cccc(Br)c1	-1.5	2.0	0.8	2.1	-2.8	-2.4	-3.8	-2.1	6.2
COc1cc2ccccc2cc1C(=O)Nc1nc(C)c(C(C)=O)s1	-3.7	2.4	3.0	3.6	-6.8	3.5	2.1	-0.5	4.0
COc1ccc(Cn2nnnc2C(CC(C)C)N2CCN(c3ccccc3)CC2)cc1 (stereo not given)	1.3	-1.1	0.7	-11.5	-12.0	-11.5	-2.2	-0.2	-0.1
Oc1ccc(C[C@@H]2CNCCN2CC2(c3ccccc3)CC2)cc1	-2.5	7.4	1.8	1.8	-11.6	16.4	0.8	0.5	4.7
COc1cc([N+](=O)[O-])ccc1NC(=O)NCC1CCN(Cc2ccc(Cl)cc2)CC1	-23.2	-19.6	29.5	31.8*	13.3	16.8	-4.7	3.0	-13.5
COc1ccc(CN2CCN(Cc3ccc4cc(F)ccc4n3)CC2CCO)c(C)c1C (stereo not given)	6.5	-1.8	4.9	-19.3	-11.1	0.2	4.4	-3.6	5.6

2 of the compounds above, with two lines to a compound.
Fields – M5 PAM, M4 PAM, CHRM4 agonist, CHRM4 antagonist, M1 antag, M5 antag, M5 ag, CRFBP-R2 agonist, CHRM1 PAM
COc1ccc(Cn2nnnc2C(CC(C)C)N2CCN(c3ccccc3)CC2)cc1 (stereo not given)
 : 1.3, -1.1, 0.7, -11.5, -12.0, -11.5, -2.2, -0.2, -0.1
Oc1ccc(C[C@@H]2CNCCN2CC2(c3ccccc3)CC2)cc1
 : -2.5, 7.4, 1.8, 1.8, -11.6, 16.4, 0.8, 0.5, 4.7
